# High-throughput results (PubChem BioAssay)
# FBW7 act: human FBW7 E3 ligase activation, primary screen; Q969H0; AlphaScreen FBW7–phospho-cyclin E peptide binding, activator screen; normalized activity (activation), % at 26.1 µM; 0.13% of 650,000 active; in the data active = normalized activity above about 1.9%;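 also: purified mutant Fbw7 with reduced substrate affinity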
# GPR151 activ: activates the human receptor GPR151. PathHunter beta-arrestin GPR151 cells, luminescence. AID 1508602. activation, % at 11.2 µM. 1% of 650,000 active. Q8TDV0; in the data active = activation above about 4.9%;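 also: 0% = median of compound wells and 100% = cells with positive control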
# Target sequence (Q8TDV0 whole entry, looked up): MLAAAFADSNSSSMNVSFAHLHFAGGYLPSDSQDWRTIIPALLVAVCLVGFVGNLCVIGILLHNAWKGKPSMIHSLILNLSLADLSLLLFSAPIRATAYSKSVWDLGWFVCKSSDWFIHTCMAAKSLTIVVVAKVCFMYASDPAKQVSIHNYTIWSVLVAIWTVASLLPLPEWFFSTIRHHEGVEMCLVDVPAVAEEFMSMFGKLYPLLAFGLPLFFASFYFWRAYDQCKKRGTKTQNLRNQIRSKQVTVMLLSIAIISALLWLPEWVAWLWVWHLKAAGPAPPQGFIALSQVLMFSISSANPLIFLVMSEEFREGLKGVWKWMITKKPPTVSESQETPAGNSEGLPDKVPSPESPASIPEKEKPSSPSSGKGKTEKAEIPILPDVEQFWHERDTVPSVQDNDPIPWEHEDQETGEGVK
# TEAD-YAP block: TEAD-YAP interaction inhibition; HEK-TIYL cells, TEAD-Gal4/YAP UAS-luciferase luminescence; AID 1259422; 1.4% of 640,000 active; inhibition, % at 9.12 µM; in the data active = inhibition above about 32%;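 also: 0% = median of test compound wells and 100% = reference inhibitor wells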
# MITF primary: blocks human microphthalmia-associated transcription factor | O75030 | AlphaScreen MITF homodimerization, bead proximity signal | inhibition, % at 2.6 µM | 0.91% of 650,000 active; in the data active = inhibition above about 50%;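 also: 0% = vehicle wells with protein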
# Target sequence (O75030 whole entry, looked up): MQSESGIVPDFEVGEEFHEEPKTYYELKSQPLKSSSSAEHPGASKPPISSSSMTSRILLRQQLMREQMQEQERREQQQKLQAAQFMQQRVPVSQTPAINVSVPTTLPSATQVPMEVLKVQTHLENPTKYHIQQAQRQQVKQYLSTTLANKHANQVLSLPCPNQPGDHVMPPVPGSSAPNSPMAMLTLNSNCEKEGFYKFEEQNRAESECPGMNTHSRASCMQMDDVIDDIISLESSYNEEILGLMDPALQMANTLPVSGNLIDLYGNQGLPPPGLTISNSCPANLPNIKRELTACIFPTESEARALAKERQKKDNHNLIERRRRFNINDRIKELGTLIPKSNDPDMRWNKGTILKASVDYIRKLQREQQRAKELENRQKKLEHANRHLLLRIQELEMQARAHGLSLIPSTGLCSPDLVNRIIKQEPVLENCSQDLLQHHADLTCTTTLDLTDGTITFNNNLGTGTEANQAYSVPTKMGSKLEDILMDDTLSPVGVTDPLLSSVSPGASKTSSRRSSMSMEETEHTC
# Starred values were filed as active, the others as inactive; & = joins results of further samples.
item	Molecule	FBW7 act	GPR151 activ	TEAD-YAP block	MITF primary
1	COc1ccc(CCNc2nc(N3CCN(Cc4ccc5c(c4)OCO5)CC3)nc3c2ncn3C2CCCCC2)cc1	-0.1	-1.1	4	30
2	Cc1ccccc1CN1CCN(Cc2cnn(C(C)C)c2)CC1CCO (configuration not stated)	0.0	-0.3	-11	-2
3	CCOC(=O)C(C#N)c1cc(-c2cccc(Cl)c2)ncn1 (configuration not stated)	0.0	-0.1	4	17
4	Cc1ccc(C)c(N(CC(N)=O)S(=O)(=O)c2ccccc2)c1	0.0	0.3	7	-7
5	NS(=O)(=O)c1ccc(CCn2c(SCC(=O)Nc3ccccc3Cl)nc3ccccc3c2=O)cc1	-0.1	-0.1	-10	-8
6	Cc1ccc(S(=O)(=O)n2nc(C)c(Sc3ccccc3)c2C)cc1	0.0	-0.8	-8	9
7	CCOC(=O)c1ccccc1NC(=S)N1CCN(CC)CC1	0.1	-0.3	2	5
8	CC(C)C1N=C2c3ccccc3N=C(SCc3ccc(F)cc3)N2C1=O (configuration not stated)	-0.1	-1.8	-11	-1
9	COc1ccc(C2=NN(C(=O)CSc3nnc(CNC(=O)c4ccco4)n3-c3ccccc3OC)C(c3ccc(OC)cc3)C2)cc1 (configuration not stated)	0.0	0.7	0	5
10	Cc1cc2c(cc1S(=O)(=O)NCCC1=CCCCC1)OCC(=O)N2	-0.2	-0.9	4	10
11	COc1ccc(/C=N/NC(=O)CNc2ccc(Cl)cc2C)cc1	0.0	-0.8	1	-11
12	CCOC(=O)c1c(C)nc2ccc(Cl)cn12	0.0	0.2	5	15
13	O=C(N/N=C/c1cc([N+](=O)[O-])ccc1O)c1ccccc1[N+](=O)[O-]	-0.9	-0.3	7	69*
14	O=C(NNC1=C(C(=O)C(F)(F)F)CCC1)c1cccc(Br)c1	0.4	0.8	-4	6
15	CCCCn1c(SCc2nc(N)nc(N3CCCCC3)n2)nc2c1c(=O)n(C)c(=O)n2C	-0.2	-1.0	-4	-3
16	O=C(CN1C(=O)c2ccccc2C1=O)Oc1ccccc1Cl	-0.3	0.7	1	-10

# Arranged by formula weight (ascending): part of the list above
item	Molecule	FBW7 act	GPR151 activ	TEAD-YAP block	MITF primary
12	CCOC(=O)c1c(C)nc2ccc(Cl)cn12	0.0	0.2	5	15
16	O=C(CN1C(=O)c2ccccc2C1=O)Oc1ccccc1Cl	-0.3	0.7	1	-10
10	Cc1cc2c(cc1S(=O)(=O)NCCC1=CCCCC1)OCC(=O)N2	-0.2	-0.9	4	10

# (continued)
item	Molecule	FBW7 act	GPR151 activ	TEAD-YAP block	MITF primary
17	CCCCOc1ccc(C(=O)N2N=C(C)CC2(O)C(F)F)cc1 (configuration not stated)	0.8	-0.3	4	4
18	CCN(CC)CCCNC(=S)N1CCC(C(=O)c2ccc3c(c2)OCCO3)CC1	-0.1	0.7	-5	-9
19	COc1cc(OC)nc(-c2ccc(C(=O)O)cc2)n1	0.0	-2.4	6	5
20	CCOC(=O)c1ccc(N2C(=O)C(CC(=O)Nc3ccc(OC)cc3)N(CCc3ccncc3)C2=S)cc1 (configuration not stated)	0.1	0.9	4	5
21	O=C(c1ccc(C(F)(F)F)cc1)N1CCCCC1	0.0	-0.8	9	3
22	COc1ccc(Cl)cc1Nc1nc(NCCO)c2ccccc2n1	0.9	1.8	12	15
23	CCOc1ccccc1OCCCNCc1ccco1	0.6	0.6	25	37
24	NC(=O)c1cc2c(ccc3ccccc32)oc1=Nc1ccc(Br)cc1	0.0	0.5	1	-10
25	Cc1nc(N)n2c(SCc3ccccn3)nnc2c1Cc1ccccc1	-0.1	0.3	3	8
26	Cc1[nH]n(-c2ccc([N+](=O)[O-])cc2)c(=O)c1C=NCc1cccs1	0.0&-0.1	-6.8&-1.3	-64&-41	-14&-1
27	O=C(NC1(C(=O)Nc2ccccc2)CCCCC1)c1ccc(-n2cnnn2)cc1	0.0	-0.1	-1	20
28	CC(=O)C1=C(O)C(=O)N(c2ccccc2)C1c1ccccc1F (configuration not stated)	-0.2	0.4	-1	11
29	O=C1C(c2ccc(F)cc2)N(C2CCCCCCC2)C(=O)CN1C1CCCC1 (configuration not stated)	-0.1	0.0	-4	-4
30	Cc1ccc2nc(NCc3ccccc3)c(C=Nc3cccc(Cl)c3)c(=O)n2c1	0.0	-1.4	-8	-7
31	CCC(=O)Oc1cccc(C2Oc3nc(SC)nnc3-c3ccccc3N2C(=O)CC)c1 (configuration not stated)	0.1	0.1	0	-4
32	CS(=O)(=O)N(CC(=O)N/N=C/c1ccccc1C(F)(F)F)c1ccccc1	-0.1	0.1	-6	-4
33	COc1ccc(S(=O)(=O)N(C)Cc2ccccc2)c2cccnc12	-0.1	0.5	-3	-7
34	COc1ccc(CCNc2nc(N3CCC(N4CCOCC4)CC3)nc3c2ncn3C(C)C)cc1	0.1	0.4	4	10
35	CC(Cl)Cc1cc2ccc(O)cc2oc1=O (configuration not stated)	0.0	-0.4	-2	-1
36	O=C(CCS(=O)(=O)c1cccc2nonc12)NC1CCCC1	-0.1	-1.1	0	3
37	COCCn1c(=NC(=O)c2cccc(OC)c2OC)sc2c(OC)ccc(OC)c21	-0.1	0.0	-14	-3
38	COc1ccc(OCCOC(=O)c2ccc(F)c(S(=O)(=O)N3CCOCC3)c2)cc1	0.0	0.8	-3	5
39	Cc1ccc2[nH]c3nc(SCC(=O)NCc4ccco4)nnc3c2c1	-0.1	1.1	17	8
40	O=C1CCCN1CCn1cnc2c(Nc3ccc(Oc4ccccc4)cc3)nc(N3CCc4ccccc4C3)nc21	-0.1	1.9	11	-6
41	O=C(c1ccc(Cl)s1)N1CCN(c2ncccn2)CC1	0.0	0.6	2	-15
42	OCCC1CN(Cc2ccc(-n3cccn3)cc2)CCN1C1CCCCC1 (configuration not stated)	0.0	-2.9	-6	4
43	CCCCCOC(=O)c1c(C)oc2ccc(NS(=O)(=O)c3ccc(OCC)cc3)cc12	0.0	0.0	6	1
44	Fc1ccccc1-c1nc(N2CCN(c3ccccc3Cl)CC2)c2ccccc2n1	-0.1	1.0	18	-5
45	Cc1ccc(NC(=O)COc2ccc3oc4c(c3c2)CCCC4)cc1	-0.2	1.6	6	0
46	COc1cc(NC(=O)c2c(C)c(-c3ccc(Cl)cc3)nc3ccccc23)c(OC)cc1Cl	0.5	-0.5	-11	15
47	CCC(=O)N[C@@H]1c2ccccc2C2(CCN(Cc3nc(-c4ccccc4)no3)CC2)[C@H]1OC	-0.2	-0.6	7	3
48	CC1CCN(C(=O)c2cc(-c3ccco3)on2)CC1	-0.2	0.0	-63	0
49	COc1ccc(OC(=O)c2nc(SC)ncc2Cl)cc1	0.7	-0.6	6	7
50	Cc1cnc(NCc2ccc3c(c2)OCO3)nc1NCCN1CCOCC1	0.1	-1.3	-5	16
51	O=C1NC2(CCOc3ccccc32)C(=O)N1CC1NS(=O)(=O)N=C2CCCCCN21 (configuration not stated)	0.0	0.1	-12	1
52	CCN1C(=O)CC(C(=O)OC)C12CCN(Cc1cc(C)c(OC)cc1C)CC2 (configuration not stated)	0.2	-0.9	-25	13
53	CC(CCc1ccccc1)NC(=O)COC(=O)CNC(=O)C12CC3CC(CC(C3)C1)C2 (configuration not stated)	0.1	1.6	-2	-1
54	COc1cccc(C(=O)Oc2coc(CSc3nc(C)cs3)cc2=O)c1OC	-0.1	-1.7	1	0
55	CCC(=O)N1CCN=C1SCc1cccc(Cl)c1	0.0	-0.9	-3	-5
56	Cc1cc(C)n(CCC(=O)N2CCC[C@@H]3CN(Cc4cccs4)CC[C@H]32)n1	0.0	0.8	-5	3
57	Cc1c(C(=O)N2CCN(Cc3ccccc3)CC2)sc2ncn(CC(=O)N3CCCCC3C)c(=O)c12 (configuration not stated)	0.2	-0.1	10	3
58	CC1CCc2c(sc(NC(=O)CN3C(=O)c4ccccc4S3(=O)=O)c2C(N)=O)C1 (configuration not stated)	0.0	3.5	22	0
59	CC(C)CNS(=O)(=O)c1ccc(CCC(=O)N2CCN(c3ccc(F)cc3)CC2)cc1	0.1	0.2	40*	1
60	CCOc1cc(C2NC(C(=O)O)CS2)cc([N+](=O)[O-])c1O (configuration not stated)	0.0	-0.1	1	-4
61	N#C/C(=C\c1ccc2c(c1)OCO2)C(=O)NCc1ccco1	0.2	1.0	2	12
62	Cc1occc1C(=O)NNC(=S)Nc1ccccc1C(F)(F)F	0.0	-3.1	-62	6
63	O=c1c2c(nc3nc(-c4ccccc4)[nH]n13)CCC2	0.0	1.4	-9	1
64	O=C(NCc1n[nH]c(=S)n1-c1cccc(C(F)(F)F)c1)c1cccc(F)c1	0.0	0.9	-9	5
65	Cc1csc2nc(CSc3nc4ccccc4s3)c(Cl)n12	-0.2	0.5	-73	-5
66	CC(C)CS(=O)(=O)Nc1ccc2c(c1)N(C(=O)c1ccco1)CC2	0.1	-1.5	-9	-4
67	Cc1ccc(SCCC(=O)Nc2nnc(-c3ccc(F)cc3)o2)cc1	0.0	0.9	8	13
68	COc1cc(Nc2nc(Nc3ccc4ncccc4c3)nc3c2ncn3-c2ccsc2)cc(OC)c1OC	0.1	-1.4	32*	8
69	O=S(=O)(c1ccc2c(c1)OCCO2)N1CCC(c2nc(-c3cccnc3)n[nH]2)CC1	-0.2	1.4	-10	1
70	CC1CCN(C(=O)CSc2nc(NCc3ccccc3)c3ccccc3n2)CC1	-0.1	1.4	8	2
71	CCOc1ccc(NC(=O)CN2CCN(CC(N)=O)CC2)cc1	0.1	0.5	-1	13
72	NNC(=S)Nc1ccccc1[N+](=O)[O-]	-0.2	-3.7	5	-3

# (listing goes on)
item	Molecule	FBW7 act	GPR151 activ	TEAD-YAP block	MITF primary
73	Cc1ccc(NC(=O)CCNc2c(N3CCCC3)c(=O)c2=O)nc1	-0.1	0.8	6	-6
74	Cc1ccc(C2=NN(CCC(=O)NCCCN3CCOCC3)C(=O)CC2)cc1	0.5	0.3	-10	13
75	CC(O)Cn1c(=N)n(C)c2ccccc21 (configuration not stated)	0.1	0.2	3	5
76	CCCCOc1ccc(C(=O)Nc2c3c(nn2-c2ccc(F)cc2)CS(=O)C3)cc1 (configuration not stated)	-0.2	-0.7	7	0
77	Cc1[nH]nc2c1C(c1cccs1)N(c1ccc(Br)cc1)C2=O (configuration not stated)	0.8	0.9	-7	9
78	CCOc1ccc(S(=O)(=O)Nc2cc([N+](=O)[O-])ccc2OC)c2cccnc12	0.1	-1.1	5	0
79	COc1cc(OC)cc(-n2nc(C(=O)N3CCCCC3C)c3ccccc3c2=O)c1 (configuration not stated)	-0.1	-0.6	1	-1
80	O=C(NC1CC(=O)N(c2ccc(Cl)cc2)C1)N1CCN(CCO)CC1 (configuration not stated)	-0.1	-0.5	-11	-6

# Compounds above that have an aryl methoxy group:
item	Molecule	FBW7 act	GPR151 activ	TEAD-YAP block	MITF primary
1	COc1ccc(CCNc2nc(N3CCN(Cc4ccc5c(c4)OCO5)CC3)nc3c2ncn3C2CCCCC2)cc1	-0.1	-1.1	4	30
9	COc1ccc(C2=NN(C(=O)CSc3nnc(CNC(=O)c4ccco4)n3-c3ccccc3OC)C(c3ccc(OC)cc3)C2)cc1 (configuration not stated)	0.0	0.7	0	5
11	COc1ccc(/C=N/NC(=O)CNc2ccc(Cl)cc2C)cc1	0.0	-0.8	1	-11
19	COc1cc(OC)nc(-c2ccc(C(=O)O)cc2)n1	0.0	-2.4	6	5
20	CCOC(=O)c1ccc(N2C(=O)C(CC(=O)Nc3ccc(OC)cc3)N(CCc3ccncc3)C2=S)cc1 (configuration not stated)	0.1	0.9	4	5
22	COc1ccc(Cl)cc1Nc1nc(NCCO)c2ccccc2n1	0.9	1.8	12	15
33	COc1ccc(S(=O)(=O)N(C)Cc2ccccc2)c2cccnc12	-0.1	0.5	-3	-7
34	COc1ccc(CCNc2nc(N3CCC(N4CCOCC4)CC3)nc3c2ncn3C(C)C)cc1	0.1	0.4	4	10
37	COCCn1c(=NC(=O)c2cccc(OC)c2OC)sc2c(OC)ccc(OC)c21	-0.1	0.0	-14	-3
38	COc1ccc(OCCOC(=O)c2ccc(F)c(S(=O)(=O)N3CCOCC3)c2)cc1	0.0	0.8	-3	5
46	COc1cc(NC(=O)c2c(C)c(-c3ccc(Cl)cc3)nc3ccccc23)c(OC)cc1Cl	0.5	-0.5	-11	15
49	COc1ccc(OC(=O)c2nc(SC)ncc2Cl)cc1	0.7	-0.6	6	7
52	CCN1C(=O)CC(C(=O)OC)C12CCN(Cc1cc(C)c(OC)cc1C)CC2 (configuration not stated)	0.2	-0.9	-25	13
54	COc1cccc(C(=O)Oc2coc(CSc3nc(C)cs3)cc2=O)c1OC	-0.1	-1.7	1	0
68	COc1cc(Nc2nc(Nc3ccc4ncccc4c3)nc3c2ncn3-c2ccsc2)cc(OC)c1OC	0.1	-1.4	32*	8
78	CCOc1ccc(S(=O)(=O)Nc2cc([N+](=O)[O-])ccc2OC)c2cccnc12	0.1	-1.1	5	0
79	COc1cc(OC)cc(-n2nc(C(=O)N3CCCCC3C)c3ccccc3c2=O)c1 (configuration not stated)	-0.1	-0.6	1	-1
